Source: PubChem (several laboratories)
Lipid droplet – modulators of hepatic lipid droplet formation. AML12 mouse hepatocytes, oleate lipid droplets, BODIPY imaging. inhibition, % at 6.5 µM. 0.4% of 240,000 active. AID 1656;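 active = lipid droplet intensity inhibited by at least 50%, with more than 500 cells counted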
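System: AML12 hepatocytes (mouse). Probe or stimulus: oleic acid at 100 µM to induce lipid droplet formation. Times: overnight treatment with compound plus oleate. Detection: Image-based BODIPY and DAPI two-channel analysis. Evaluation: percent inhibition of filter-corrected integrated lipid droplet intensity per well.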
T cell HTS – T cell immune modulation candidate; 2C CD8+ T cell-vesicle binding, flow cytometry; hits give low values; calls only at 7 µM; 0.068% of 330,000 active;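 active = response, share of CD8 T cells binding vesicles, and their 90th percentile fluorescence all below set limits, cut at about 80% in these data, passing the limit was not always enough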
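Test system: purified 2C TCR transgenic mouse naive CD8+ T cells. Probe or stimulus: QL9-peptide-loaded Drosophila micro-vesicles bearing Ld, ICAM-1 and B7-1. Incubation: binding step 1.5 h, 37 °C, antibody labelling 20 min, ice. Measured by: flow cytometry of vesicle-bound cells.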
Lipid droplet cells 6.5 µM – also measured in Lipid droplet; calls as there; cell count; measured here: cell count, cytotoxicity flag;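 cells counted across two imaged fields per well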
T cell HTS vesicle-bound % – also measured in T cell HTS; calls as there; double positive events, %; measured here: CD8+ vesicle-bound cell fraction;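 binding gate set so that unloaded-vesicle control wells show 10% double positive cells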
Numbers without * were called inactive; & = joins results of further samples. The list is partial; rates above refer to the full screens.

For COc1ccc(C(=O)NC(C)c2nnc(SCC(=O)NC3=NCCS3)n2C)cc1 (stereo unspecified) the results were Lipid droplet 5, T cell HTS inactive, Lipid droplet cells 6.5 µM 819 and T cell HTS vesicle-bound % 15.
For COc1ccc(S(=O)(=O)Nc2ccccn2)cc1 the results were Lipid droplet 1, T cell HTS inactive, Lipid droplet cells 6.5 µM 811 and T cell HTS vesicle-bound % 57.
CN(C(=O)COC(=O)c1ccccc1C(=O)N(C)c1ccccc1)c1ccccc1 was read as Lipid droplet -3, T cell HTS inactive, Lipid droplet cells 6.5 µM 803 and T cell HTS vesicle-bound % 25.
For COc1cccc(CN(C)C(=O)c2cc(-c3ccc(F)cc3)nc3ccccc23)c1 the results were Lipid droplet -18, T cell HTS inactive, Lipid droplet cells 6.5 µM 640 and T cell HTS vesicle-bound % 59.
Screening COc1ccc(/C=C(/NC(=O)c2ccccc2OC)C(=O)Nc2ccc(C(=O)O)cc2)cc1 returned Lipid droplet -6, T cell HTS inactive, Lipid droplet cells 6.5 µM 696 and T cell HTS vesicle-bound % 48.
For Cc1ccc(NC(=O)c2sc3nc(N4CCOCC4)c4c(c3c2N)CC(C)(C)OC4)cc1 the results were Lipid droplet -2, T cell HTS inactive, Lipid droplet cells 6.5 µM 681 and T cell HTS vesicle-bound % 33.
For Cc1ccc(C)c(S(=O)(=O)N2CCN(C(=O)c3ccc(C)s3)CC2)c1 the results were Lipid droplet 0, T cell HTS inactive, Lipid droplet cells 6.5 µM 848 and T cell HTS vesicle-bound % 9.
Screening CCN(CC)S(=O)(=O)c1ccc(NS(=O)(=O)c2ccc3oc(=O)[nH]c3c2)cc1 returned Lipid droplet -12, T cell HTS inactive, Lipid droplet cells 6.5 µM 832 and T cell HTS vesicle-bound % 51.
COc1ccc(NC(=O)Cc2nnc(SCC(=O)NC3=NCCS3)n2C)cc1 was read as Lipid droplet -19, T cell HTS inactive, Lipid droplet cells 6.5 µM 805 and T cell HTS vesicle-bound % 20.
CCCCc1ccc(NC(=S)N2CCN(C(=O)c3ccco3)CC2)cc1 was read as Lipid droplet -8, T cell HTS inactive, Lipid droplet cells 6.5 µM 676 and T cell HTS vesicle-bound % 66.
Screening Cc1cccc(CC(C)NC(=O)c2cc(COc3ccc(C)c(C)c3)on2)n1 (stereo unspecified) returned Lipid droplet -21, T cell HTS inactive, Lipid droplet cells 6.5 µM 854 and T cell HTS vesicle-bound % 36.
For CCc1ccccc1NC(=O)CCS(=O)(=O)c1ccc(C)cc1 the results were Lipid droplet 0, T cell HTS inactive, Lipid droplet cells 6.5 µM 807 and T cell HTS vesicle-bound % 26.
For COc1ccc(OC)c(NC(=O)CCn2c(=S)[nH]c3ccccc3c2=O)c1 the results were Lipid droplet 6, T cell HTS inactive, Lipid droplet cells 6.5 µM 654 and T cell HTS vesicle-bound % 35.
CN(C)c1ccc(Nc2ncnc3ccc(Br)cc23)cc1 was read as Lipid droplet 2, T cell HTS inactive, Lipid droplet cells 6.5 µM 788 and T cell HTS vesicle-bound % 32.
CCn1cc(CN2CCC(n3nccc3NC(=O)c3ccccc3C)CC2)c(C)n1 was read as Lipid droplet 1, T cell HTS inactive, Lipid droplet cells 6.5 µM 645 and T cell HTS vesicle-bound % 59.
`COc1cc(/C=N/NC(=O)c2nnn(-c3nonc3N)c2C(C)C)ccc1OCc1ccccc1` gave Lipid droplet 6, T cell HTS inactive, Lipid droplet cells 6.5 µM 699 and T cell HTS vesicle-bound % 17.
For COC(=O)c1cn(CCC#N)nc1-c1ccc2ccccc2c1 the results were Lipid droplet 2, T cell HTS inactive, Lipid droplet cells 6.5 µM 853 and T cell HTS vesicle-bound % 60.
Screening Cc1ccc(S(=O)(=O)NC(=O)c2ccc(F)cc2)c(C)c1 returned Lipid droplet 11, T cell HTS inactive, Lipid droplet cells 6.5 µM 853 and T cell HTS vesicle-bound % 68.
For COc1ccc(C(=O)NC2CCCc3ccccc32)cc1Br (stereo unspecified) the results were Lipid droplet -11, T cell HTS inactive, Lipid droplet cells 6.5 µM 792 and T cell HTS vesicle-bound % 13.
Cc1ccc2oc(C(=O)N(Cc3ccc(N(C)C)cc3)C3CCS(=O)(=O)C3)c(C)c2c1 (stereo unspecified) was read as Lipid droplet 14, T cell HTS inactive, Lipid droplet cells 6.5 µM 845 and T cell HTS vesicle-bound % 11.

The list goes on, starting with the last two of the part before.
For COc1ccc(C(=O)NC2CCCc3ccccc32)cc1Br (stereo unspecified) the results were Lipid droplet -11, T cell HTS inactive, Lipid droplet cells 6.5 µM 792 and T cell HTS vesicle-bound % 13.
Cc1ccc2oc(C(=O)N(Cc3ccc(N(C)C)cc3)C3CCS(=O)(=O)C3)c(C)c2c1 (stereo unspecified) was read as Lipid droplet 14, T cell HTS inactive, Lipid droplet cells 6.5 µM 845 and T cell HTS vesicle-bound % 11.
For CSCCC(NC(=O)c1ccccc1Cl)C(=O)N(C)Cc1cccs1 (stereo unspecified) the results were Lipid droplet -24, T cell HTS inactive, Lipid droplet cells 6.5 µM 782 and T cell HTS vesicle-bound % 9.
`COc1ccc(OC)c(CNC(=O)C2CCN(S(=O)(=O)N3CCCCC3)CC2)c1` gave Lipid droplet -31, T cell HTS inactive, Lipid droplet cells 6.5 µM 706 and T cell HTS vesicle-bound % 28.
`CCOc1ccc(N(CC(=O)Nc2ccc(CC)cc2)S(=O)(=O)c2c(C)[nH]c(=O)[nH]c2=O)cc1` gave Lipid droplet 15, T cell HTS inactive, Lipid droplet cells 6.5 µM 694 and T cell HTS vesicle-bound % 36.
`COC(=O)c1ccc(OC(=O)c2cnccn2)cc1` gave Lipid droplet 2, T cell HTS inactive, Lipid droplet cells 6.5 µM 817 and T cell HTS vesicle-bound % 19.
For CSc1ncc(Cl)c(C(=O)Nc2ccccc2[N+](=O)[O-])n1 the results were Lipid droplet 5, T cell HTS inactive, Lipid droplet cells 6.5 µM 805 and T cell HTS vesicle-bound % 40.
For Cc1nc2ccccc2c(=O)n1NC(=O)c1ccc(Cl)c([N+](=O)[O-])c1 the results were Lipid droplet 12, T cell HTS inactive, Lipid droplet cells 6.5 µM 829 and T cell HTS vesicle-bound % 9.
Screening CCc1cc2c(COC(=O)c3cccc(NS(C)(=O)=O)c3)cc(=O)oc2cc1O returned Lipid droplet -12, T cell HTS inactive, Lipid droplet cells 6.5 µM 759 and T cell HTS vesicle-bound % 42.
`O=C(C1CCN(S(=O)(=O)c2cccc3cccnc23)CC1)N1CCCCC1` gave Lipid droplet -3, T cell HTS inactive, Lipid droplet cells 6.5 µM 712 and T cell HTS vesicle-bound % 14.
`O=C(Nc1ncn[nH]1)c1cc([N+](=O)[O-])ccc1Cl` gave Lipid droplet 1, T cell HTS inactive, Lipid droplet cells 6.5 µM 837 and T cell HTS vesicle-bound % 51.
For CCOc1ccc(NS(=O)(=O)c2c(C)nc3sc(CC)nn3c2=O)cc1 the results were Lipid droplet 0, T cell HTS inactive, Lipid droplet cells 6.5 µM 773 and T cell HTS vesicle-bound % 45.
COc1ccc(OC)c(CC(=O)Nc2ccc3c(c2)CCC3)c1 was read as Lipid droplet -8, T cell HTS inactive, Lipid droplet cells 6.5 µM 787 and T cell HTS vesicle-bound % 27.
CN(C)c1ccc(C(O)Cc2nc3ccccc3n2C)cc1 (stereo unspecified) was read as Lipid droplet 6, T cell HTS inactive, Lipid droplet cells 6.5 µM 824 and T cell HTS vesicle-bound % 65.
Screening NCCCC[C@H](N[C@@H](CCc1ccccc1)C(=O)O)C(=O)N1CCC[C@H]1C(=O)O returned Lipid droplet 1, T cell HTS inactive, Lipid droplet cells 6.5 µM 823 and T cell HTS vesicle-bound % 52&62.
O=C(NCCCN1CCOCC1)c1ccc2c(c1)N(Cc1cccc(Cl)c1)C(=O)CS2 was read as Lipid droplet -38, T cell HTS inactive, Lipid droplet cells 6.5 µM 801 and T cell HTS vesicle-bound % 14.
For CCCCC(=O)Nc1cnc(NC(=O)c2cccs2)cc1C the results were Lipid droplet 3, T cell HTS inactive, Lipid droplet cells 6.5 µM 786 and T cell HTS vesicle-bound % 53.
For COc1ccc(NC(=O)CCC(=O)c2cccs2)cc1Cl the results were Lipid droplet 12, T cell HTS inactive, Lipid droplet cells 6.5 µM 816 and T cell HTS vesicle-bound % 28.
`CN1CCN(C(=S)NC(=O)c2ccccc2Cl)CC1` gave Lipid droplet 24, T cell HTS inactive, Lipid droplet cells 6.5 µM 817 and T cell HTS vesicle-bound % 70.
COc1ccc(Cl)cc1NC(=O)c1ccc2c(SCC(=O)O)c3c(nc2c1)CCCC3 was read as Lipid droplet -21, T cell HTS inactive, Lipid droplet cells 6.5 µM 743 and T cell HTS vesicle-bound % 26.
CC(=O)NCCNC(=O)c1ccc(CSc2nc3ccccc3s2)cc1 was read as Lipid droplet 2, T cell HTS inactive, Lipid droplet cells 6.5 µM 690 and T cell HTS vesicle-bound % 33.
`CC(C)C[C@H](NC(=O)C1CCN(C(=O)[C@H](Cc2ccccc2)NC(=O)OC(C)(C)C)CC1)C(=O)O` gave Lipid droplet 1, T cell HTS inactive, Lipid droplet cells 6.5 µM 675 and T cell HTS vesicle-bound % 50.
`CC(C)(C)n1nnnc1C(c1ccccc1F)N1CCN(C(=O)c2ccco2)CC1` (stereo unspecified) gave Lipid droplet 1, T cell HTS inactive, Lipid droplet cells 6.5 µM 833 and T cell HTS vesicle-bound % 16.
Cc1ccc(OCC(=O)Nc2nnc(S(=O)(=O)N3CCCCCC3)s2)cc1C was read as Lipid droplet 9, T cell HTS inactive, Lipid droplet cells 6.5 µM 724 and T cell HTS vesicle-bound % 41.
CC(Oc1ccc2c(c1)oc(=O)c1ccccc12)C(=O)NCCCN1CCOCC1 (stereo unspecified) was read as Lipid droplet -14, T cell HTS inactive, Lipid droplet cells 6.5 µM 751 and T cell HTS vesicle-bound % 31.
For CCOc1ccc(CCNC(=O)C2CCCN(S(C)(=O)=O)C2)cc1OCC (stereo unspecified) the results were Lipid droplet 8, T cell HTS inactive, Lipid droplet cells 6.5 µM 803 and T cell HTS vesicle-bound % 53.
For CC1(C)CC(NC(=O)c2ccc(Br)o2)CC(C)(C)N1 the results were Lipid droplet 16, T cell HTS inactive, Lipid droplet cells 6.5 µM 812 and T cell HTS vesicle-bound % 27.
`CC1CCCCC1NC(=O)CCS(=O)(=O)c1ccc2c(c1)NC(=O)CS2` (stereo unspecified) gave Lipid droplet 6, T cell HTS inactive, Lipid droplet cells 6.5 µM 633 and T cell HTS vesicle-bound % 29.
`Cc1cc(C(=O)NCc2ccccc2F)c2ccccc2n1` gave Lipid droplet 8, T cell HTS inactive, Lipid droplet cells 6.5 µM 791 and T cell HTS vesicle-bound % 32.
CCCCN1CC(=O)N2[C@H](c3ccc(Cl)cc3)[C@@H]3C(=O)N(CC)C(=O)[C@@H]3[C@]2(Cc2ccccc2)C1=O was read as Lipid droplet -5, T cell HTS inactive, Lipid droplet cells 6.5 µM 723 and T cell HTS vesicle-bound % 13.
CCOc1ccc(S(=O)(=O)Nc2nc3ccccc3nc2Cl)cc1 was read as Lipid droplet 8, T cell HTS inactive, Lipid droplet cells 6.5 µM 862 and T cell HTS vesicle-bound % 58.
For COc1ccc(NC(=O)C2CC(c3ccccc3O)=NO2)cc1OC (stereo unspecified) the results were Lipid droplet 4, T cell HTS inactive, Lipid droplet cells 6.5 µM 861 and T cell HTS vesicle-bound % 50.
For COc1ccc(N2CCOCC2)c(NC(=O)c2ccc(Br)o2)c1 the results were Lipid droplet 0, T cell HTS inactive, Lipid droplet cells 6.5 µM 819 and T cell HTS vesicle-bound % 8.
For CCc1ccccc1NC(=O)c1ccc2nc(N3CCOCC3)sc2c1 the results were Lipid droplet 4, T cell HTS inactive, Lipid droplet cells 6.5 µM 758 and T cell HTS vesicle-bound % 49.
Screening COc1cccc(NC(=O)c2ccc(S(=O)(=O)NCc3cccnc3)cc2)c1 returned Lipid droplet -4, T cell HTS inactive, Lipid droplet cells 6.5 µM 795 and T cell HTS vesicle-bound % 38.
`COc1ccc(CCn2c(=N)c(C(=O)NC3CCCCC3)cc3c(=O)n4ccccc4nc32)cc1` gave Lipid droplet -2, T cell HTS inactive, Lipid droplet cells 6.5 µM 667 and T cell HTS vesicle-bound % 56.
For Cc1ccnc(NS(=O)(=O)c2ccc(NC(=O)Cc3ccc(Br)cc3)cc2)n1 the results were Lipid droplet 11, T cell HTS inactive, Lipid droplet cells 6.5 µM 826 and T cell HTS vesicle-bound % 6.
Screening COc1ccc(C(=O)NCC2(N3CCCCC3)CCCCC2)cc1S(=O)(=O)N(C)C returned Lipid droplet -1, T cell HTS inactive, Lipid droplet cells 6.5 µM 779 and T cell HTS vesicle-bound % 22.

Of the compounds above, these have a nitro group on carbon:
For CSc1ncc(Cl)c(C(=O)Nc2ccccc2[N+](=O)[O-])n1 the results were Lipid droplet 5, T cell HTS inactive, Lipid droplet cells 6.5 µM 805 and T cell HTS vesicle-bound % 40.
For Cc1nc2ccccc2c(=O)n1NC(=O)c1ccc(Cl)c([N+](=O)[O-])c1 the results were Lipid droplet 12, T cell HTS inactive, Lipid droplet cells 6.5 µM 829 and T cell HTS vesicle-bound % 9.
`O=C(Nc1ncn[nH]1)c1cc([N+](=O)[O-])ccc1Cl` gave Lipid droplet 1, T cell HTS inactive, Lipid droplet cells 6.5 µM 837 and T cell HTS vesicle-bound % 51.
